Cav3 T inh – Cav3.2 calcium influx blockers – cell-based, Fluo-4 calcium fluorescence, FDSS, MLSMR library, primary screen; Voltage-dependent T-type calcium channel subunit alpha-1H (Homo sapiens), O95180; Cav3.2-expressing cells; hits give low values; B-score at 10 µM; 4% of 100,000 active; AID 449739, 2010;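 active = single-dose well whose peak fluorescence ratio is a statistical outlier from its plate by either plate-standardised score or position-corrected B-score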
Target sequence (O95180 whole entry, looked up): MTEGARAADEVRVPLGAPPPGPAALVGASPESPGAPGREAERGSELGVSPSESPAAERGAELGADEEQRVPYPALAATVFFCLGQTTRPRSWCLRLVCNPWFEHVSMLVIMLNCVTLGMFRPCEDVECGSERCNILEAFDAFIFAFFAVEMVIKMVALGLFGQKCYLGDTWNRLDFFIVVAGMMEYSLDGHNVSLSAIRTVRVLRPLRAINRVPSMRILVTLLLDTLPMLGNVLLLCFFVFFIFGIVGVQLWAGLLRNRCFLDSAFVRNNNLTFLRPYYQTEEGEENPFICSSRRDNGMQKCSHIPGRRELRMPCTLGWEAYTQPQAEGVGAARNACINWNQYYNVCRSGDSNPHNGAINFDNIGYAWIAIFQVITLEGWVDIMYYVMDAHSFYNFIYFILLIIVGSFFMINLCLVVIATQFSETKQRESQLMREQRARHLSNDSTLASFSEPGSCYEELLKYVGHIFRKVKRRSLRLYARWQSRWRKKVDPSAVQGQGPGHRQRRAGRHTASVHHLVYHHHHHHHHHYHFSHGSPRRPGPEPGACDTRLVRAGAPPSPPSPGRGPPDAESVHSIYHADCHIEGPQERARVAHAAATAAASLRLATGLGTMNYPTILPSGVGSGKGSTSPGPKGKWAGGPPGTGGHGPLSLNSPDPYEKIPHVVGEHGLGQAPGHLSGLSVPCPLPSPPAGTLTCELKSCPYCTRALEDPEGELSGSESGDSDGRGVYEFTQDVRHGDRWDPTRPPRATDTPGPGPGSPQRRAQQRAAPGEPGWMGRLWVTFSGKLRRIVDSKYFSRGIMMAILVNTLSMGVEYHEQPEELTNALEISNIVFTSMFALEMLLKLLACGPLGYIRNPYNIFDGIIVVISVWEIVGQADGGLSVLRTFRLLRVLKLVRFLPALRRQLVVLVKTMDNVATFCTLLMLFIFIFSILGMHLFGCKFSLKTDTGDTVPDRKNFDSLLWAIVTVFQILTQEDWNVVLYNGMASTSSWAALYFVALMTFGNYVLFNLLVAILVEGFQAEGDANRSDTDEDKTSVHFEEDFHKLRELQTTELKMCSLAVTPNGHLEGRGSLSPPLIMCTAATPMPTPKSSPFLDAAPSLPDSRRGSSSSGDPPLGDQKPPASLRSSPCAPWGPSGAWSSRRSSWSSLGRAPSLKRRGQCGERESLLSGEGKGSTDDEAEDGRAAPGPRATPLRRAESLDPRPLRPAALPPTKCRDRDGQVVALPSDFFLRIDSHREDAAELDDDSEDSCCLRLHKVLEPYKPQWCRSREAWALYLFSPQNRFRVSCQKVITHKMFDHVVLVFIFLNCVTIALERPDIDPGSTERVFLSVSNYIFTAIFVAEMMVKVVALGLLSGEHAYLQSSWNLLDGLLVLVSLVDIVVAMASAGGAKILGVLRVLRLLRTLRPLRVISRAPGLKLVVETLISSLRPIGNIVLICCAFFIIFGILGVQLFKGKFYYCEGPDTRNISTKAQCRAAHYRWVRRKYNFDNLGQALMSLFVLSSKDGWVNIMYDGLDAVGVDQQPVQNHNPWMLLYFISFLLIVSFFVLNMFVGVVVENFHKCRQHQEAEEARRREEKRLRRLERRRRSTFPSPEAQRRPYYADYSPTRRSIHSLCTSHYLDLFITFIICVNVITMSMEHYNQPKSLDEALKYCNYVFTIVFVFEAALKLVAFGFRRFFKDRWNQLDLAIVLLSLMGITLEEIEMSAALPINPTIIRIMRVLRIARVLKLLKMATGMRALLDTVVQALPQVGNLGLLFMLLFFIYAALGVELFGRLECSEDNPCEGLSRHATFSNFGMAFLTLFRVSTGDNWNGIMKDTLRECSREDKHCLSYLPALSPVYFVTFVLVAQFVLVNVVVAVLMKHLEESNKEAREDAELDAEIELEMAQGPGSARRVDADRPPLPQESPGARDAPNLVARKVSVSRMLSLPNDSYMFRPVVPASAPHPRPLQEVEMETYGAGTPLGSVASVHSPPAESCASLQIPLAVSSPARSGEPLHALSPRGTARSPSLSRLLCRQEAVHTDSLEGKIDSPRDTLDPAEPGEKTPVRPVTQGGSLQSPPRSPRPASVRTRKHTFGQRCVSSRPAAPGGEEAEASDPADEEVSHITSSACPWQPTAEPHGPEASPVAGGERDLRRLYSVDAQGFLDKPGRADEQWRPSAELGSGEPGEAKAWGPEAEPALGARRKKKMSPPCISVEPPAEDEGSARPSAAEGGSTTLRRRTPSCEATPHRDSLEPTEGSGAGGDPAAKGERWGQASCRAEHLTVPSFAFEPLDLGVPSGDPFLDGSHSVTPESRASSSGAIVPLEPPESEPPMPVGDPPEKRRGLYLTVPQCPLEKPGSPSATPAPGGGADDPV
An asterisk follows results filed as active. Not all compounds are listed, so the mix of outcomes need not match the whole.

SMILES	Cav3 T inh
COc1ccc(Cc2nnc(SCC(=O)NC(C)c3ccccc3)o2)cc1 (stereo unspecified)	-1.16
CCCCC(CCC(=O)Nc1ccccc1C(=O)OCC)C(=O)O (stereo unspecified)	0.475
O=C1C=CC[C@H](/C=C/C[C@@H](O)C[C@H](O)CCc2ccccc2)O1	1.23
Cc1ccc(C(=O)CC2(O)C(=O)N(C)c3ccc(Br)cc32)c(C)c1 (stereo unspecified)	-3.54
COC(=O)C(Cc1cnc(Cl)s1)(C(=O)OC)c1ccc([N+](=O)[O-])cc1	-2.2
Cc1ccc2nc(-c3ccc(O)cc3)c(Nc3ccc4c(c3)OCCO4)n2c1	-0.165
O=C(NCCCn1ccnc1)c1ccco1	-0.988
Cn1c(-c2ccc3c(c2)OCO3)cnc1NC(=O)CCC(=O)NCCc1ccccc1	-1.96
Clc1ccc(N2COC3c4cccc5cccc(c45)C32)cc1 (stereo unspecified)	-1.63
COc1ccc(NC(=O)C2CCCN(S(=O)(=O)c3ccc4c(c3)oc(=O)n4C)C2)c(OC)c1 (stereo unspecified)	0.438
CCCCN(CC)C(=O)/C=C/c1cccc([N+](=O)[O-])c1	0.19
O=C(CSc1nc(-c2ccccc2)c(-c2ccccc2)o1)N1CCOCC1	-1.22

Laid out differently: entries from further up
Molecule,Cav3 T inh
Clc1ccc(N2COC3c4cccc5cccc(c45)C32)cc1 (stereo unspecified),-1.63
COc1ccc(NC(=O)C2CCCN(S(=O)(=O)c3ccc4c(c3)oc(=O)n4C)C2)c(OC)c1 (stereo unspecified),0.438

(more compounds)
SMILES	Cav3 T inh
CCOC(=O)Cc1csc(NC(=O)c2ccncc2)n1	-0.242
Cc1ccc(S(=O)(=O)N(CC(=O)N2CCCC2)C2CCCCC2)cc1	0.17
Nc1nc(C23CC4CC(CC(C4)C2)C3)cs1	-0.338
Cc1ccc(CN(C(=O)c2csnn2)C(C(=O)NC2CCCC2)c2ccc(C)o2)cc1 (stereo unspecified)	-2.89
CCC(c1nnnn1C(C)(C)C)N(Cc1cccs1)Cc1cc2cc(C)c(C)cc2n2nnnc12 (stereo unspecified)	-4.28
O=C(Nc1cccc(Cl)c1)NC1CCCCC1	-1.55
CCCCOc1ccc(C2CC(=O)NC2=O)cc1 (stereo unspecified)	-0.833
COc1cc2c(cc1OC)C(C(=O)N1CCN(c3ccccc3)CC1)C(c1cccs1)N(C)C2=O (stereo unspecified)	-0.149
Cc1cccc(NC(=S)N(C)C2(c3ccccc3Cl)CCCCC2=O)c1 (stereo unspecified)	-1.31
Cc1ccc(CN2CCC(C(=O)NCCC(C)C)CC2)o1	-1.15
Cc1[nH]n(-c2ccc(F)cc2)c(=O)c1/C=N/c1sc2c(c1C#N)CCCC2	-2.35
CC1=C(C(=O)Nc2ccccn2)C(c2ccc(F)cc2)n2ncnc2N1 (stereo unspecified)	-0.285
O=C(CSc1nnc(-c2ccccn2)n1Cc1ccccc1)N1CCCC1	0.0215
CCc1cccc(NC(=O)CS(=O)Cc2nc(-c3ccc(C)cc3)oc2C)c1 (stereo unspecified)	-6.69*
O=C(O)C1C2CCC(C2)C1C(=O)NCCCn1ccnc1 (stereo unspecified)	0.705
O=C(Nc1cccnc1)c1cc(-c2ccc3c(c2)OCO3)on1	0.0444
CNC(=O)CSc1nnc(-c2ccc(S(=O)(=O)N3CCCC3)cc2)n1-c1cccc(C)c1C	0.686
O=C1c2cc(Cl)ccc2OC2(CCNCC2)C12CC(c1ccc(Cl)cc1)=NO2 (stereo unspecified)	-0.0361
COCCn1nnnc1C(c1ccccc1Cl)N1CCN(c2ccccc2OC)CC1 (stereo unspecified)	-0.445
Cc1cccc(NC2=NCC(=O)N2Cc2ccccc2)c1	0.134
COc1ccc(CN2C3CCCC2CC(NC(=O)Nc2ccccc2C)C3)cc1 (stereo unspecified)	-0.0378
COC(=O)CNC(=O)CN1C(=O)N(c2cccc(Cl)c2)C(N(O)C(=O)Nc2cccc(Cl)c2)C1(C)C (stereo unspecified)	-4.69*
CC#CCN1c2ccccc2[C@]23C[C@@H](C(=O)OC)N=C2NC(C(=O)OC)=C(C(=O)OC)[C@H]13	1.81
Fc1ccc(-c2csc3nnc(SCc4cccnc4)n23)cc1	-0.0265
O=C(NCc1ccccc1)C1C(=O)N(Cc2ccccc2)C(=O)C1C1(O)CCCC1 (stereo unspecified)	-0.8
CCCCCOC(=O)CSc1nc2c(c(=O)[nH]c(=O)n2C)n1CCc1ccccc1	0.356
CCc1[nH]nc2c1C1(CCN(C(=O)c3ccccc3)CC1)C(C#N)=C(N)O2	0.136
COc1ccc(CCNC(=O)c2c(O)c3cccc4c3n(c2=O)CC4)cc1OC	-0.236
COc1cc(OC)nc(NC(=O)CS(=O)(=O)c2ccccc2)n1	0.779
COc1ccc(Cn2cnc3sccc3c2=O)cc1	0.474
CCN(CC)CCN1C(=O)C(=O)/C(=C(/O)c2ccc(OC)c(OC)c2)C1c1ccccn1 (stereo unspecified)	0.308
O=S(=O)(c1ccccc1)N1CCN(c2ncccn2)CC1	0.296
COCCNC(=O)c1cc2cc(Br)cc(OC)c2oc1=O	0.0329
Cc1nc(-c2cccc(S(=O)(=O)N3CC(C)OC(C)C3)c2)cs1 (stereo unspecified)	0.242
C=CCn1c(SCCN2CCCCC2)nc2c1c(=O)[nH]c(=O)n2C	0.302
Cc1ccc2[nH]c(C(=O)O)c(-c3ccccc3)c2c1	-2.26
CCN1C(=O)c2cccc3c(S(=O)(=O)Nc4nc(C)cs4)ccc1c23	2.05
CCNCc1nc2cc(OC)c(OC)cc2c(=O)[nH]1	2.06
COC(=O)c1ccc(N=C2S/C(=C\c3cc(C)n(-c4cccnc4)c3C)C(=O)N2C)cc1	0.378
CN(C[C@H](Cc1ccccc1)N(C[C@H](Cc1ccccc1)N(CC1(c2ccccc2)CC1)N=O)N=O)N=O	-1.36
COC(=O)c1ccccc1NC(=O)NCc1ccc2c(c1)OCO2	-1.04
CC1Oc2ccccc2N(CC(=O)c2cccc(Cl)c2)C1=O (stereo unspecified)	-1.94
COC(=O)COc1ccc(NC(=O)C2CCCO2)cc1 (stereo unspecified)	0.16
Cn1cc(SCC(N)=O)c2ccccc21	0.0355
O=C(c1nn2cccnc2c1Cl)N1CCN(c2ccccc2)CC1	0.657
CCCn1c(SCC(=O)NCCc2ccc(OC)c(OC)c2)nc2c1c(=O)n(C)c(=O)n2C	1.72
O=C(Cc1cccs1)Nc1nncs1	0.13
CCOC(=O)c1ccc(NCc2nc3ccccc3n2C)cc1	-1.5
CCCC(=O)NC(NC(=S)Nc1c(C)n(C)n(-c2ccccc2)c1=O)C(Cl)(Cl)Cl (stereo unspecified)	-0.0469
Cc1ccc(N2C(=O)C3C(c4ccccc4)(C2=O)C3(c2ccccc2)c2ccccc2)cc1 (stereo unspecified)	-1.96
O=C(OCC#CCSc1nnc(-c2ccccc2)o1)c1ccco1	-2.48
O=C(NCc1nc2ccccc2[nH]1)c1ccco1	1.36
O=[n+]1c2c(n([O-])c3c1CCCC3)CCCCC2	0.478
Cc1nn(-c2ccccc2)c(C)c1/C=N\NS(=O)(=O)c1ccc(Cl)cc1	-3.51
CN(C)CCCN(C(=O)c1cccs1)c1nc(-c2ccccc2)cs1	0.268
Cc1cc2c(ccc3c2no[n+]3[O-])nn1	-0.0439
CN(C)c1ccc(NC(=O)c2cn(-c3ccccc3)nc2-c2cccs2)cc1	-1.04
CC(C)(C)c1nc(NCCN2CCOCC2)c2nnn(Cc3ccccc3Cl)c2n1	0.129
Cn1nnc2cc(C(=O)NC3CC3)ccc21	-0.173
Cc1ccc(CNC(=O)c2ccc3c(c2)S(=O)(=O)c2ccccc2C3=O)cc1	0.00734

The list continues:
SMILES	Cav3 T inh
O=c1c2[nH]c3cccc(Cl)c3c2ncn1CCN1CCCCC1	1.66
O=C(CSC1=NCCN1)C1COc2ccccc2O1 (stereo unspecified)	0.454
O=C(CN1CCOCC1)Nc1cccc(Br)c1	-0.158
CCOc1ccc(C(=O)SC2=NCCS2)cc1	-0.275
O=C(CCCn1c(=O)[nH]c2cc(Cl)ccc2c1=O)NCCC1=CCCCC1	-0.352
c1ccc(Cc2nnc3sc(C4COc5ccccc5O4)nn23)cc1 (stereo unspecified)	-0.469
CCn1nc(CC(=O)Nc2ccc(-n3cnnn3)c(OC)c2)c2ccccc2c1=O	0.0137
Cc1ccccc1N1CCN(S(=O)(=O)c2ccccc2)CC1	-4.62*
Nn1c(Cc2cccc3ccccc23)nnc1SC1CCOC1=O (stereo unspecified)	1.1
COC(=O)c1sc(S(=O)(=O)N2CCC(C(=O)O)CC2)c(C(=O)OC)c1C	0.293
COC(=O)c1[nH]c2ccc(C)cc2c1NC(=O)CN1CCN(C(=O)c2ccccc2)CC1	1.22
O=C1Cc2ccccc2Sc2ccccc21	-0.315
c1ccc(-c2noc(-c3ccccc3-c3ccccc3)n2)cc1	-1.07
CCn1c(NC2CCCCC2)nc2ccccc21	1.38
COc1cccc(-n2nnc3c(=O)n(Cc4cccc(F)c4)cnc32)c1	-0.447
O=C(c1ccccc1F)N(Cc1ccc2c(c1)OCO2)Cc1cc2cc3c(cc2n2nnnc12)OCO3	-1.37
COc1cccc(NC(=S)NN2CCN(C)CC2)c1	0.596
Cc1ccc(-c2nc(N/N=C/c3ccccc3[N+](=O)[O-])c3ccccc3n2)cc1	0.2
O=C(O)CCCC(=O)Nc1ccc(Br)cc1C(=O)O	-0.129
Cc1cc2c3nonc3ccc2n1-c1ccccc1	-1.46
O=S(=O)(NC1CCCCC1)c1ccc(F)c2ccccc12	-2.08
O=C1CSC(c2cccc(F)c2)N1c1ccccc1F (stereo unspecified)	-0.279
COC(=O)c1[nH]c2cc(OC)ccc2c1N	-0.0677
Cn1cccc1C(=O)C(=O)Nc1ccccc1	0.247
COCC(C)n1c(SCC(=O)N2CCCCC2)nc2ccccc2c1=O (stereo unspecified)	0.633
O=C(O)Cc1ccc(C(=O)c2ccccc2)s1	-1.13
Cc1c(C(N)=O)sc(N)c1C(=O)OC(C)C	-0.373
C/C(O)=C(\C#N)c1nnc2n1CCCCC2	-0.17
CCO[C@H]1OC(C(N)=O)=C[C@@H](C2CC2)[C@@H]1CCCO	0.583
CCOC(=O)c1cccc(NC(=O)Cn2cc3c(n2)CCC(C)C3)c1 (stereo unspecified)	-1.24
CCn1c(=O)n(CC)c2cc(S(=O)(=O)Nc3c(C)cccc3C)ccc21	-0.983
CCOc1ccc(-c2cc(C(=O)O)c3ccccc3n2)cc1	-0.312
CCCn1c(SCC(=O)c2cc(OC)ccc2OC)nnc1C(C)C	0.0136
CN(C)S(=O)(=O)c1ccc(Cl)c(C(=O)NCc2ccco2)c1	0.41
COCCNC(=O)Cn1c(=O)n(C)c2ccccc21	0.558
O=C(Cn1c(=O)oc2cc(S(=O)(=O)N3CCCC3)ccc21)N1CCCC1	-0.461

Sorted by number of heavy atoms (low to high): 15 of the compounds above
SMILES	Cav3 T inh
O=C(Cc1cccs1)Nc1nncs1	0.13
Cn1cc(SCC(N)=O)c2ccccc21	0.0355
O=C(NCCCn1ccnc1)c1ccco1	-0.988
O=C(O)Cc1ccc(C(=O)c2ccccc2)s1	-1.13
CCCCOc1ccc(C2CC(=O)NC2=O)cc1 (stereo unspecified)	-0.833
O=C(O)CCCC(=O)Nc1ccc(Br)cc1C(=O)O	-0.129
COC(=O)COc1ccc(NC(=O)C2CCCO2)cc1 (stereo unspecified)	0.16
O=S(=O)(c1ccccc1)N1CCN(c2ncccn2)CC1	0.296
CCOC(=O)c1ccc(NCc2nc3ccccc3n2C)cc1	-1.5
Cc1ccc(C(=O)CC2(O)C(=O)N(C)c3ccc(Br)cc32)c(C)c1 (stereo unspecified)	-3.54
Cc1ccc(S(=O)(=O)N(CC(=O)N2CCCC2)C2CCCCC2)cc1	0.17
Cc1cccc(NC(=S)N(C)C2(c3ccccc3Cl)CCCCC2=O)c1 (stereo unspecified)	-1.31
O=C(CSc1nnc(-c2ccccn2)n1Cc1ccccc1)N1CCCC1	0.0215
Cn1c(-c2ccc3c(c2)OCO3)cnc1NC(=O)CCC(=O)NCCc1ccccc1	-1.96
O=C(c1ccccc1F)N(Cc1ccc2c(c1)OCO2)Cc1cc2cc3c(cc2n2nnnc12)OCO3	-1.37

Other results:
SMILES	Cav3 T inh
CC(C)(C)OC(=O)NNC1CC(=O)N(c2ccccc2F)C1=O (stereo unspecified)	0.173
O=C(NC(Cc1ccccc1)c1ccc2c(c1)OCCCO2)c1ccc(F)cc1 (stereo unspecified)	-1.31
CCC(C)[C@H](NC(=O)OC(C)(C)C)C(=O)N/N=C/C1=Cc2ccccc2OC1 (stereo partly specified)	-5.35*
CCN(CC)S(=O)(=O)c1cccc(-c2cn3cc(C)ccc3n2)c1	0.667
COc1cccc(C(c2nnnn2Cc2ccccc2)N2CCN(C3CCCC3)CC2)c1OC (stereo unspecified)	2.34
CCn1c(SC(C)C(=O)O)nc2sc3c(c2c1=O)CCC3 (stereo unspecified)	1.29
CCc1cc2cc(C)ccc2nc1SCC(=O)Nc1cc(C)on1	-0.154
O=C(C1CCN(S(=O)(=O)N2CCC3(CC2)OCCO3)CC1)N1CCC(Cc2ccccc2)CC1	-0.025
CCC(=O)OC1(C)C(=O)C=C2C=C(c3ccsc3)OC=C2C1=O (stereo unspecified)	0.337
O=C(Nc1ccc(N2CCOCC2)cc1)C1CCCCC1	-0.298
Cn1c(-c2sccc2OCc2ccccc2)n[nH]c1=S	-0.251
Cn1c(=O)n(C)c2cc(NC(=O)CCl)ccc21	0.623
CC1(C)Cc2c(c(N3CCOCC3)nc3sc4c(=O)[nH]cnc4c23)CS1	0.771
CCC(=O)Nc1ccc(NC(=O)C23CC4CC(CC(C4)C2)C3)cn1	0.465
CCn1cc(C(=O)NCCN(C)CCc2ccccc2)c(=O)c2cc(S(=O)(=O)N(C)C)ccc21	1.68
O=S(=O)(c1ccccc1)c1nc(-c2ccccc2)oc1NCc1cccnc1	-0.0567
Cc1ccc(-c2ccc3c(c2)S(=O)(=O)c2ccccc2C3=O)cc1	-0.293
CCN(CC)CC(O)Cn1c2ccccc2c2ccccc21 (stereo unspecified)	0.0111
CC(C)(Oc1ccc(Cl)cc1)C(=O)NCc1ccco1	-2.24
